Bioassay records from PubChem.
ABCB6 inh MLPCN: inhibitors of human ABC transporter ABCB6. Q9NP58. K562-ABCB6 porphyrin accumulation, flow cytometry, 1 h; hits give low values. fluorescence ratio to DMSO, % at 10 µM. 360,000 compounds, 0.19% hits;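 active means fluorescence ratio to DMSO below 75%, the collection mean minus 3 SD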;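 further: signal is porphyrin accumulated inside mitochondria; 100% equals median channel fluorescence of DMSO control wells; lower ratio means ABCB6 inhibition with less porphyrin fluorescence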
HTR2A ag: mouse HTR2A agonism via beta-arrestin recruitment; P35363; CHO-K1 mHTR2A beta-arrestin complementation, luminescence; percent of 30 µM serotonin response; activation, % at 7.6 µM; 360,000 compounds, 0.66% hits; AID 624169;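 active means activation above a run cutoff, the mean activation of all tested compounds plus 3 SD, cut at about 14% in these data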;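 further: 0% = plate median of compound wells and 100% = 30 µM serotonin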
Target sequence (P35363 whole entry, looked up): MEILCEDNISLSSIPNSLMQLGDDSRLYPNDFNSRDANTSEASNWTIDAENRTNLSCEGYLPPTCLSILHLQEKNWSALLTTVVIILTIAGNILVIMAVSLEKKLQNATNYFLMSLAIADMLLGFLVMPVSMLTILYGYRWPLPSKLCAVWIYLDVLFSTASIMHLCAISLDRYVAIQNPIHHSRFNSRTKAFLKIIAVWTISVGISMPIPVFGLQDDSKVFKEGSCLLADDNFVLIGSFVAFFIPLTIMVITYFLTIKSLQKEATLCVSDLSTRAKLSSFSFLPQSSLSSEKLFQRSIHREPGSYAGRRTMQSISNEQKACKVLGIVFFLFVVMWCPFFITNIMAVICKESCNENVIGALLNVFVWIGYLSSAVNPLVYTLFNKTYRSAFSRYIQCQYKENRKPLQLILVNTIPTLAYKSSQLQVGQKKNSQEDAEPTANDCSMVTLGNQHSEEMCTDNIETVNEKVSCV
Vif imaging: blocks HIV Vif function. 340,000 compounds, 0.35% hits. HEK293T cells, Vif self-association by quenched fluorescence, imaging, 24 h. inhibition, % at 7.49 µM; in the data active means inhibition above about 50%, passing the limit was not always enough; further: some results filed as inactive read as strong as hits
iPSC survival up: enhancers of human iPSC single-cell survival; hiPSC single-cell survival, ATPlite luminescence; 100% = ROCK inhibitor wells, 0% = DMSO; survival enhancement, % at 20 µM; 360,000 compounds, 0.044% hits; AID 602274; in the data active means survival enhancement above about 18%;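 further: cells exposed to compounds for 16 hours before the ATP read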
PDI turbidity: blocks human protein disulfide isomerase activity | PDI insulin aggregation turbidity, A650, 90 min | inhibition, % at 10 µM | P07237 | 350,000 compounds, 0.052% hits;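 active means mean inhibition across replicates of 30% or more, whatever share of single replicates reach that level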;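 further: absorbance from insulin aggregation driven by PDI reduction with DTT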
Target sequence (P07237 whole entry, looked up): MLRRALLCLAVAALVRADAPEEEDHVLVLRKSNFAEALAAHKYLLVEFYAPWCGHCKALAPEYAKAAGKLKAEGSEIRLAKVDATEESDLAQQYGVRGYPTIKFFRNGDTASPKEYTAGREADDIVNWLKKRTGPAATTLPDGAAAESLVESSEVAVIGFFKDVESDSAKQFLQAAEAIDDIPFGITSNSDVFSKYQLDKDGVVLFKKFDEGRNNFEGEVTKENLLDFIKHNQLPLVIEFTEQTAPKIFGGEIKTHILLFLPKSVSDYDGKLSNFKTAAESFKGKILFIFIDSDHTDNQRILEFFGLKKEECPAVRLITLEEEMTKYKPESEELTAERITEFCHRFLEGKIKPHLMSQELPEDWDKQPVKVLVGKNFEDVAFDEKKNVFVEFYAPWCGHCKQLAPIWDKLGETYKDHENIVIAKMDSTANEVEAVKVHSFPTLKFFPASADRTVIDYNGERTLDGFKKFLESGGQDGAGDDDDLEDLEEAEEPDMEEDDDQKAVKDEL
Exocytosis inh: lytic granule exocytosis inhibition | TALL-104 LAMP-1 surface exposure, flow cytometry; cells stimulated with thapsigargin and PMA | inhibition, % at 10 µM | 360,000 compounds, 0.66% hits;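 active means inhibition above about 55%, limit read from the data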
aDG glyco act: alpha-DG glycosylation activation. AID 624168. 360,000 compounds, 0.22% hits. activation, % at 10 µM. Pro5-aDG cells, alpha-DG glycosylation AlphaScreen (IIH6); 0% Pro5, 100% B10-LARGE cell signal;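 active means activation of at least 8% versus controls, or a plate z-score of at least 8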;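 further: Pro5 are CHO cells carrying HIG-tagged alpha-DG that lacks glycosylation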
CaV13 ICDI inh: Disruptors of the CACNA1D IQ motif to Ca2+-dependent inactivation inhibitor domain association, primary screening, Förster resonance energy transfer in intact living …; HEK cells, CFP/YFP FRET ICDI-IQ, plate reader, 10 min; percent FRET-ratio fall versus neutral wells; inhibition, % at 12.3 µM; 340,000 compounds, 0.098% hits;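 active means mean replicate inhibition of at least 30% and at least 1% of replicates passing that level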;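 further: 0% = median of the neutral control wells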
H9c2 protect: protects H9c2 cardiomyocytes from peroxide injury; H2O2 injury protection, ATPLite, 2 h; protection from H2O2 cell death, % at 20 µM; 360,000 compounds, 0.63% hits;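 active means compounds giving at least 50% protection of heart cells from peroxide-induced death in the single-dose screen, raw or plate-pattern-corrected value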;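 further: 0% = DMSO wells with peroxide and 100% = DMSO wells without peroxide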
Glyco luc inh: blocks N-linked glycosylation in D54 reporter cells; reporter increase, % at 12.5 µM; D54 ERlucT glycosylation luciferase reporter, 24 h; percent of 100 nM tunicamycin response; 360,000 compounds, 0.23% hits;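 active means mean luciferase reporter signal, scaled so untreated is 0 and the glycosylation-blocking control 100, at or above a set limit in every replicate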;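 further: luciferase carries N-glycosylation sites so blocking glycosylation raises the light; 0% = median of neutral control wells and 100% = median of 100 nM tunicamycin wells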
* marks the source's active call; other numbers are inactive results; . = not tested or not shown.

Values run as follows: Glyco luc inh	CaV13 ICDI inh	aDG glyco act	ABCB6 inh MLPCN	iPSC survival up	Vif imaging	PDI turbidity	HTR2A ag	Exocytosis inh	H9c2 protect
(1) CCOP(=O)(OCC)c1nc(-c2cccc([N+](=O)[O-])c2)oc1N1CCCCC1
→ -2	-6	0.0	103	-1.6	16	-4	3	3	-4
(2) CCOc1ccc(-c2cn3ccccc3n2)cc1
→ -18	0	1.3	99	-0.9	1	0	6	-1	-24
(3) c1cn(CC2(Cn3ccnc3)COC2)cn1
→ 2	.	0.3	112	-1.5	-1	-12	6	-2	-10
(4) CN(CC(=O)Nc1ccc(F)cc1)C(=O)CSc1nncs1
→ 2	-6	-0.2	98	0.2	16	3	-4	23	5
(5) CCCCSCCCNC(=O)C1CCC(CNS(=O)(=O)c2ccc(NC(C)=O)cc2)CC1 (stereo not given)
→ -1	-4	-0.1	94	2.8	-18	2	3	2	-5
(6) O=C(Nc1ccc2c(c1)OCCO2)C(c1ccnc2ccccc12)N1CCC(Cc2ccccc2)CC1 (stereo not given)
→ -6	-7	-0.2	99	1.2	.	.	-3	0	-3
(7) O=C(NNC(=O)c1cccnc1)NC12CC3CC(CC(C3)C1)C2
→ 1	-5	-0.1	98	0.6	2	-19	0	14	0
(8) C[n+]1cccc(C(=O)O)c1
→ 2	-5	-0.4	99	3.3	-5	2	-1	0	-7
(9) Oc1c(C(c2ccccc2)N2CCc3ccccc3C2)sc2ncnn12 (stereo not given)
→ 2	-5	-0.2	100	-1.5	-1	.	-4	-3	9
(10) Cc1cc(N2CCCCC2)nc(N2CCCCC2)n1
→ -4	-17	0.1	99	-1.9	-1	-17	3	4	-16
(11) CCCCN(C=O)c1c(CC)nc2ccc(C(=O)Nc3cc(-c4ccccc4)ccc3OC)cn12
→ -5	-4	0.7	94	-2.0	-12	-11	-3	8	31
(12) COc1cc2[nH]c(=O)n(Cc3ccccc3Cl)c(=O)c2cc1OC
→ 3	-5	0.1	98	3.1	-3	0	-2	-2	-4
(13) Cc1cccc(C(=O)NCCCNC(=O)c2cccc(C)c2)c1
→ 1	-4	0.0	94	-0.3	-5	0	-5	4	3
(14) O=C(Nc1cnccn1)Nc1ccccc1F
→ .	-2	0.0	99	-0.3	.	-8	8	6	4
(15) CCc1ccc(OCCCC(=O)Nc2nccs2)cc1
→ -1	-5	-0.4	99	5.5	-2	-6	-3	-2	-1
(16) c1ccc2c(c1)-c1cccc3cncc-2c13
→ 3	-6	0.3	99	-2.9	8	-2	2	-8	-1
(17) O=C(c1ccco1)N1CCN(C(=O)N2CCOCC2)CC1
→ 2	.	-0.1	99	0.8	1	5	-4	-1	-3
(18) COc1ccccc1OCCSc1nc2ccccc2n1CC(N)=O
→ 1	-4	0.0	96	-0.6	2	-2	0	-3	-5
(19) CCOc1cc(NC(=O)CC(C)C)c(OCC)cc1NC(=O)CCn1nnc2ccccc21
→ 4	-5	0.3	91	-1.5	5	4	0	1	6
(20) CC(C)(C)C(=O)OCc1nc(-c2ccc(F)cc2)cs1
→ -2	-2	0.1	98	-0.4	1	1	-4	-5	-10
(21) c1ccc(-c2nn3cnnc3c3ccccc23)cc1
→ -2	-6	-0.1	102	-1.2	5	2	1	5	10
(22) C=CCN(C(=O)c1csnn1)C(C(=O)NC1CCCCC1)c1ccccc1F (stereo not given)
→ 0	-3	0.2	99	-0.1	-10	4	-10	4	14
(23) COc1ccccc1CN(Cc1cccnc1)S(=O)(=O)c1ccc(-n2cnnn2)c(OC)c1
→ -4	-6	-0.2	92	-0.5	-1	-48	-2	-1	-4
(24) N/C(=N\NC(=O)Nc1ccccc1)c1ccccn1
→ -2	-4	0.0	98	0.8	0	1	8	-6	2
(25) Cc1ccc(S(=O)(=O)N2CCOCC2)cc1NC(=O)CSc1ncccn1
→ 0	-6	-0.2	92	1.7	0	3	-6	-2	-4
(26) O=S1(=O)N=C2CCCN2C(c2ccc(F)cc2)N1 (stereo not given)
→ -1	-5	-0.2	92	2.5	5	2	1	-7	-3
(27) CC(=O)c1ccc(NC(=O)CSc2nnc3ccc(-c4ccccn4)nn23)cc1
→ 0	-6	0.9	97	1.2	12	-22	4	-1	-6
(28) CCCN(CC1CC1)S(=O)(=O)c1ccc(-n2cnnn2)c(OC)c1
→ 0	-6	-0.4	100	2.3	.	-3	1	2	-2
(29) CCOCCCNC(=O)c1ccc(N(C)S(=O)(=O)c2ccc(OC)cc2)cc1
→ 4	-10	-0.5	99	1.7	30	-2	0	-4	3
(30) COCCn1c(SCC(=O)N(C)c2c(N)n(Cc3ccccc3)c(=O)[nH]c2=O)nnc1-c1cccc(C)c1
→ 3	-6	-0.2	104	-0.3	-9	7	-7	23	0

Records 16–19, reprinted for reference:
Values run as follows: Glyco luc inh	CaV13 ICDI inh	aDG glyco act	ABCB6 inh MLPCN	iPSC survival up	Vif imaging	PDI turbidity	HTR2A ag	Exocytosis inh	H9c2 protect
(16) c1ccc2c(c1)-c1cccc3cncc-2c13
→ 3	-6	0.3	99	-2.9	8	-2	2	-8	-1
(17) O=C(c1ccco1)N1CCN(C(=O)N2CCOCC2)CC1
→ 2	.	-0.1	99	0.8	1	5	-4	-1	-3
(18) COc1ccccc1OCCSc1nc2ccccc2n1CC(N)=O
→ 1	-4	0.0	96	-0.6	2	-2	0	-3	-5
(19) CCOc1cc(NC(=O)CC(C)C)c(OCC)cc1NC(=O)CCn1nnc2ccccc21
→ 4	-5	0.3	91	-1.5	5	4	0	1	6

Additional records.
Values run as follows: Glyco luc inh	CaV13 ICDI inh	aDG glyco act	ABCB6 inh MLPCN	iPSC survival up	Vif imaging	PDI turbidity	HTR2A ag	Exocytosis inh	H9c2 protect
(31) Cc1cccc(S(=O)(=O)N(C)C[C@H]2OCc3cn(nn3)CCCC(=O)N([C@@H](C)CO)C[C@@H]2C)c1
→ -1	-3	0.0	96	0.5	-1	-9	-3	1	3
(32) COc1ccc(CCNC(=O)c2ccccc2OCc2ccccc2)cc1
→ -3	-11	0.3	98	-0.5	7	-8	-9	2	-3
(33) CCn1c(N2CCN(S(=O)(=O)c3ccccc3)CC2)nc2ccccc21
→ -2	-2	0.2	76	-0.4	-4	-1	11	21	0
(34) COCCn1c(N)c(NCc2ccccc2)c(=O)n(CC(=O)Nc2cc(C)ccc2C)c1=O
→ -2	.	0.0	99	1.7	2	-7	11	5	1
(35) COC(=O)c1sccc1NC(=O)/C=C\c1ccc(Cl)cc1Cl
→ 1	-4	-0.2	103	-2.2	-7	2	10	0	-10
(36) CCOC(=O)C1=C(C)NC(C)=C(C(=O)OCC)C1C(=O)OCC(=O)Nc1ccc(NC(C)=O)cc1
→ 3	-6	0.5	98	-1.6	.	-4	-1	-2	15
(37) CC1(C(=O)NCc2ccc3c(c2)OCO3)CCN1C(=O)Cc1cccc2ccccc12 (stereo not given)
→ 1	-6	0.1	100	1.4	8	4	2	-3	4
(38) C/C(=N/NC(=O)CNC(=O)c1cccs1)c1ccc(Cl)cc1
→ 3	-5	-0.1	93	0.1	1	7	5	-4	4
(39) Nc1ccc(N=Nc2ccccc2)c(N)n1
→ -2	-6	-0.4	99	-3.2	-6	12	-1	2	-12
(40) COc1cc2c(c(OC)c1OC)-c1ccc(N(C)CC(OC)OC)c(=O)cc1[C@@H](NC(C)=O)CC2
→ 13	-18	0.1	104	-0.4	4	-12	25*	-1	-2
(41) Cn1cc(S(=O)(=O)CC(=O)Nc2ccc3c(c2)OCO3)c2ccccc21
→ 1	-9	-0.2	100	0.6	4	5	1	2	7
(42) Cc1cnc(NC(=O)CN(C)S(=O)(=O)c2ccc(Cl)cc2)s1
→ 1	-5	0.7	89	0.3	12	-23	8	-4	-7
(43) NC1=NC(=O)C(=Cc2ccccc2)S1
→ 1	-10	-0.2	103	1.4	-9	6	2	-6	-4
(44) COc1cccc(N2CCN(C(=O)c3ccc(CS(=O)Cc4ccc(C)cc4)o3)CC2)c1 (stereo not given)
→ 1	-4	0.0	97	-0.4	2	-7	4	2	12
(45) CCCCNC(=O)c1cc2cc(OC)ccc2[nH]1
→ 1	-4	0.2	84	-0.3	15	1	2	-8	-6
(46) COc1ccc(N/N=C(\C#N)C(N)=O)cc1
→ 0	10	-0.2	103	-2.8	0	4	4	-3	0
(47) Cc1cc(Nc2ccc(C)c(Cl)c2)nc(N2CCOCC2)n1
→ -8	-20	0.1	97	-0.7	-1	-12	-10	36	-1
(48) CCCCCOC(=O)CC(C(=O)OCCCCC)N1CCCCC1 (stereo not given)
→ -1	.	0.3	110	0.0	.	3	-4	2	-34
(49) CCNC(=O)COC(=O)c1csc2c1CCCC2
→ 0	-4	-0.1	98	-1.7	-1	-2	5	-2	-7
(50) CCS(=O)(=O)Nc1cccc(C2=NN(S(=O)(=O)c3ccccc3)C(c3cccs3)C2)c1 (stereo not given)
→ -3	-7	-0.1	96	-0.5	14	2	-8	36	-2
(51) CN(c1ccccc1)S(=O)(=O)c1ccc(-c2ccccc2)cc1
→ 9	-3	0.0	94	0.9	-3	6	4	22	-13
(52) NC(=O)c1ccc(-n2nnnc2Oc2ccccc2C(=O)N2CCOCC2)cc1
→ -3	1	-0.2	100	3.8	14	6	4	2	4
(53) c1nc(NCC2CCCO2)c2[nH]cnc2n1 (stereo not given)
→ -1	-8	-0.2	96	4.2	.	-1	1	-2	2
(54) N#Cc1ccc2ccn(CC(=O)NC3CCCCC3)c2c1
→ 0	-6	1.2	92	2.3	2	0	-2	1	-3
(55) COc1cccc(CNCC(=O)N2C(C)CCCC2C)c1 (stereo not given)
→ 1	-9	0.1	98	-1.6	.	-3	-4	-4	-2
(56) CCC(=O)c1ccc(OCC(O)Cn2nc(C)c(C(C)=O)c2C)cc1 (stereo not given)
→ 1	-7	0.5	94	1.7	-3	-3	-1	3	1
(57) Cn1cnnc1Sc1nc2ccccc2nc1NS(=O)(=O)c1ccccc1
→ 0	-4	-0.3	113	-3.2	24	1	7	0	5
